# Screening results (PubChem)
# PLK1 kinase inh: PLK1 (human) kinase inhibition; P53350; recombinant PLK1 kinase, TR-FRET peptide phosphorylation; inhibition, % at 10 µM; hit rate 0.53% among 97,000; AID 619;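 active means inhibition of 50% or more in the single-concentration screen; inactive means inhibition below 50%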;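 further: 0% = DMSO max control and 100% = H-89 dihydrochloride min control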
# sEH inhibitor: blocks human soluble epoxide hydrolase activity; recombinant human sEH enzymatic activity assay; inhibition, % at 2 µM; P34913; hit rate 0.34% among 91,000; AID 707; in the data active means inhibition above about 80%; further: values of inactives mirror those of a sister screen read the other way; many of its hits are not listed in these tables
# Target sequence (P34913 whole entry, looked up): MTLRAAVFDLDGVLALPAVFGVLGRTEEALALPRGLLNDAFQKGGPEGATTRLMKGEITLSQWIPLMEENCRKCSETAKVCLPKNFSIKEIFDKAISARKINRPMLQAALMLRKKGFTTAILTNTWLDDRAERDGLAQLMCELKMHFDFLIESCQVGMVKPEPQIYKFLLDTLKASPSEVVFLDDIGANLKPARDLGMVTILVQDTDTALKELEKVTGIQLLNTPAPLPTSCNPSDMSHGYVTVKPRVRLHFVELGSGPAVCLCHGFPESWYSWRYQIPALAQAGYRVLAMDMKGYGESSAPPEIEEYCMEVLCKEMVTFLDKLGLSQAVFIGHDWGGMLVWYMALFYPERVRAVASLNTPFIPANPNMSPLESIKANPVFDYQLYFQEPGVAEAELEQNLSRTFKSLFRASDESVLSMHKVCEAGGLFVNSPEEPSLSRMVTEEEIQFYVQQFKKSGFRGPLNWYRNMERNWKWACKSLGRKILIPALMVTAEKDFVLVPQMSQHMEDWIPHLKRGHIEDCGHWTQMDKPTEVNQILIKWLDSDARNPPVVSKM
# Ecoli WT expand: growth inhibitors of E. coli BW25113 wild type; OD600 absorbance; hit rate 0.15% among 98,000; growth inhibition, % at 100 µM;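 active means growth inhibition above about 50% at one test dose, limit read from the data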;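 further: growth measured after 20 h incubation at 37 °C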
# hDAT+cocaine: human DAT dopamine uptake with cocaine, either direction. Q01959. LLC-PK1 hDAT cells, [14C]-dopamine uptake with cocaine IC80; actives deviate in either direction. B-score at 10 µM. hit rate 1.3% among 110,000;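 active means Z score or B-score, a plate-position-corrected score, falls beyond the plate's 99.7% confidence bounds, in either direction; inactive means both scores lie inside the 99.7% bounds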;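 further: scored against the spread of the other compound wells on the same plate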
# PLK1 PBD inh: inhibitors of human Plk1 polo box domain binding. P53350. Plk1 PBD phosphopeptide binding, fluorescence polarization. inhibition, %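 (tested at about 20 µM)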. hit rate 0.13% among 97,000; in the data active means inhibition above about 34%, passing the limit was not always enough
# TNFa cytotox: HUVEC cytotoxicity counter-screen, TNF alpha stimulated; HUVEC TNFalpha-stimulated, Hoechst cell count, imaging; cell count reduction, % at 2 µM; hit rate 0.17% among 93,000; AID 848;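 active means cell count reduction exceeding the screen mean by over 5 SD, scaled to untreated wells per plate, cut at about 78% in these data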;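 further: cells counted after 24 h of TNF alpha exposure following the 1 h pretreatment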
# F-actin modifier: cytoskeleton assembly modification; HUVEC TNFa F-actin phalloidin imaging, high content; inhibition, % at 2 µM; hit rate 0.18% among 91,000;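 active means inhibition above the batch mean plus 3 SD and confirmed as a hit by visual image inspection, cut at about 30% in these data, passing the limit was not always enough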; further: strong numbers were not always called active
# VCAM1 TNFa inh: reduces TNF alpha induced VCAM1 expression in HUVEC. hit rate 0.48% among 95,000. inhibition, % at 2 µM. HUVEC TNFa-induced VCAM-1 immunofluorescence, high-content imaging;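 active means inhibition above the batch mean plus 3 SD, with images confirmed as a hit by eye, cut at about 37% in these data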;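 further: 0% = TNF-stimulated DMSO wells and 100% = unstimulated control wells; not every result past the cut was called active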
# IL1B cytotox: HUVEC cytotoxicity counter-screen, IL-1B stimulated. hit rate 0.41% among 94,000. HUVEC cell count loss, Hoechst imaging. cell count reduction, % at 2 µM;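 active means cell count reduction more than 3 SD above the screen-wide mean, cut at about 70% in these data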;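 further: normalized per plate to untreated control cells as the no-loss baseline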
# * hit, by the source's call; . = not tested or not shown; & = joins results of further samples. Outcome played no part in choosing rows, and some 3.4% of all compounds hit somewhere here.
SMILES,PLK1 kinase inh,sEH inhibitor,Ecoli WT expand,hDAT+cocaine,PLK1 PBD inh,TNFa cytotox,F-actin modifier,VCAM1 TNFa inh,IL1B cytotox
Cc1ccc(NC(=O)C2C(C(=O)O)C3C=CC2C32CC2)cc1 (stereo unspecified),-32,-4,0,-0.99,2,-11,-7,-5,-21
CCOC(=O)CN(C(=O)Cn1nnc2ccccc21)C(C(=O)NCCOC)c1ccccc1 (stereo unspecified),-10,0,2,-0.041,-2,-6,-9,-4,1
NC(=O)c1ccccc1NS(=O)(=O)Cc1ccccc1,-8,-10,9,-1.6,3,-26,15,4,-59
CC(=O)c1c(C)[nH]c(C(=O)COc2cc(C)cc(C)c2)c1C,-13,.,-4,0.02,17,-32,23,11,-21
CCc1nc2c(cnn2-c2ccc(Cl)cc2)c(=O)n1-c1ccc2c(c1)OCCO2,6,8,-6,-0.43,-30,.,.,.,-21
Cc1c(NC(=O)COc2ncnc3ccccc23)c(=O)n(-c2ccccc2)n1C,-7,-10,9,-0.52,6,-24,6,-1,-8
Cc1ccc(C(C)n2cc(C(=O)NCCN3CCN(C)CC3)nn2)cc1 (stereo unspecified),2,.,6,0.41,-23,4,6,7,0
CC(NC(=O)c1cn(C)c2ccc(S(=O)(=O)N3CCCC3)cc2c1=O)c1ccc2c(c1)OCCO2 (stereo unspecified),-12,0,-10,.,6,0,0,-24,-15
CCOC(=O)CC(=O)CSc1nc2sc(C)cc2c(=O)n1Cc1ccco1,-2,1,1,-0.017,17,3,-3,-8,4
COc1ccc(C(=O)NNc2ccccc2)cc1OC,-4,-12,-2,-0.28,-6,-27,8,-12,4
Cc1cc(C)c2c(=O)c3c(oc2c1)C(=O)N(CCO)C3c1cccc(O)c1 (stereo unspecified),5,17,1,-0.7,11,-24,-5,-5,-3
N#CC(C(N)=O)=C1CCC2(CC1)OCCCCO2,-19,15,2,0.089,-13,-8,46,-24,-6
C/C(=C(\C#N)C(=O)NCCN1CCOCC1)N(C)C,-18,6,3,-0.26,12,10,-38,-2,-13
C=CCc1ccc(OCC(O)COCC)c(OC)c1 (stereo unspecified),-15,.,6,0.87,-21,-27,5,22,-26
CC(/C=C\c1cccnc1)=C/C(=O)O,-5&-15,2&15,0&-3,-0.52&0.1,-34&-22,-24&6,19&10,-1&10,-9&-12
O=S(=O)(NCc1ccccc1)c1ccc(Cl)c(S(=O)(=O)NCc2ccccc2)c1,-6,-9,2,-0.0059,-12,-40,.,8,-1
CCCCCCOc1ccc(OCC(O)CN2C(=O)NC(C)(C)C2=O)cc1 (stereo unspecified),-4,7,0,0.52,-12,-10,-5,14,-37
Cc1cc(SCC(=O)N/N=C/c2ccc(O)c(O)c2O)c(C)cc1Br,17,-4,31,1.3,-5,-3,-3,20,4
c1ccc(-c2nnn(C34CC5CC(CC(C5)C3)C4)n2)cc1,-13,-6,-4,1.4,-13,-17,.,-7,4
COCCn1nnnc1C(c1ccc(OC)c(OC)c1)N1CCc2ccccc21 (stereo unspecified),-7,-7,3,-0.24,-7,-4,34,12,4

# A stretch taken from the entries so far:
SMILES,PLK1 kinase inh,sEH inhibitor,Ecoli WT expand,hDAT+cocaine,PLK1 PBD inh,TNFa cytotox,F-actin modifier,VCAM1 TNFa inh,IL1B cytotox
CC(/C=C\c1cccnc1)=C/C(=O)O,-5&-15,2&15,0&-3,-0.52&0.1,-34&-22,-24&6,19&10,-1&10,-9&-12
O=S(=O)(NCc1ccccc1)c1ccc(Cl)c(S(=O)(=O)NCc2ccccc2)c1,-6,-9,2,-0.0059,-12,-40,.,8,-1
CCCCCCOc1ccc(OCC(O)CN2C(=O)NC(C)(C)C2=O)cc1 (stereo unspecified),-4,7,0,0.52,-12,-10,-5,14,-37
Cc1cc(SCC(=O)N/N=C/c2ccc(O)c(O)c2O)c(C)cc1Br,17,-4,31,1.3,-5,-3,-3,20,4
c1ccc(-c2nnn(C34CC5CC(CC(C5)C3)C4)n2)cc1,-13,-6,-4,1.4,-13,-17,.,-7,4

# (listing goes on)
SMILES,PLK1 kinase inh,sEH inhibitor,Ecoli WT expand,hDAT+cocaine,PLK1 PBD inh,TNFa cytotox,F-actin modifier,VCAM1 TNFa inh,IL1B cytotox
c1ccc(Nc2nc(-c3cccnc3)cs2)nc1,4,.,-2,0.11,-15,-8,-15,2,-28
CCOC(=O)N1CCN(C(=O)CSc2cc(C)nc3c(-c4ccccc4OC)c(C)nn23)CC1,-13,-5,1,0.55,-3,-6,9,15,-43
O=C1c2ccccc2C(=Nc2ccccc2)C1c1cccc(Br)c1 (stereo unspecified),-3,45,-10,-0.081,-11,-28,0,4,-20
O=C(NCc1ccco1)c1c[nH]c2ccc(S(=O)(=O)N3CCOCC3)cc2c1=O,-12,-14,-3,-0.19,9,13,-8,-18,-23
CC(/C=C/c1ccccc1)=N\NC(=O)c1ccncc1,-2,10,9,0.23,18,-31,-3,16,4
Cc1cc(C)nc(-n2nc(C)cc2NC(=O)c2ccc(Br)o2)n1,0,-18,.,.,-11,-20,-2,9,11
O=C(Nc1nccs1)c1ccc(S(=O)(=O)c2ccccc2)cc1,15,39,-14,0.0042,16,-7,1,-4,-16
COc1ccc(NC(=O)CN2CCN(S(=O)(=O)c3ccc(Cl)cc3)CC2)cc1,-9,0,1,-0.029,-6,1,10,-10,-13
COc1ccc(OC)c(CNC(=O)CCN2C(=O)COc3ccccc32)c1,-7,5,3,1.6*,2,-8,-5,-29,-4
CCN(C(=O)CSc1nnc(Cn2nnc3ccccc32)o1)c1nc(C)cs1,-73,-8,.,0.017,-9,-18,-4,5,10
Cc1ccc(C(=O)COc2nc(C)cc(C)c2C#N)cc1,-8,-8,-6,-0.44,12,-25,-11,1,6
C=CCn1c(SCC(=O)NCc2ccco2)nc2sc3c(c2c1=O)CCCCC3,-13,2,.,.,-5,-15,-6,2,-32
O=C(C/C=N/OCc1ccc(Cl)cc1Cl)c1ccccc1,-7,4,5,-1.9,6,-5,8,4,5
O=C1NC(=S)SC1=C1CCCC1,-9,-6,8,-0.15,-12,-4,-20,17,10
CCOc1ccc(NC(=O)CNC(=O)c2cn(-c3ccccc3OC)c(=O)c3ccccc23)cc1,1,-4,-2,0.12,23,-17,10,9,-15
NC(=O)CSC1=Nc2ccccc2C2=NC(CCC(=O)NCc3ccc(F)cc3)C(=O)N12 (stereo unspecified),-3,3,4,-0.96,8,-19,6,-6,3
CNc1nc(C)cc(C)c1S(=O)(=O)c1ccc(C)cc1,-15,10,4,-0.56,-2,-3,24,11,-9
CCN(C(=O)CN1CCN(c2ccccc2OC)CC1)c1c(N)n(Cc2ccccc2)c(=O)[nH]c1=O,-10,-5,6,0.21,1,-3,-15,25,13
COc1ccccc1N1CCN(C(CNC(=O)c2ccco2)c2cccnc2)CC1 (stereo unspecified),1,4,-3,0.45,1,-24,0,0,-48
C[N+](C)(C)CCOC(=O)C1(c2ccccc2)CCCC1,5,11,-2,-1.9,-38,-12,2,9,-80
Cc1ccc(-n2c(C)cc(C(=O)OCC(=O)N(CC(C)C)C3CCS(=O)(=O)C3)c2C)cc1 (stereo unspecified),-2,.,1,0.89,-9,-46,12,1,-23
COc1ccc(CCC(=O)Nc2cc(Cl)ccc2OC)cc1,-3,6,3,0.2,-5,1,-17,-14,6
Cc1cc(=O)oc2c(N)c(O)ccc12,1,4,10,1.2,11,-28,17,10,4
O=C(NCc1nc2ccccc2[nH]1)c1cc2ccccc2oc1=O,-5,6,6,-0.016,-35,-11,-11,-7,9
O=C(NC1CCCCCCC1)c1ccc(S(=O)(=O)N2CCCC2)cc1,-11,47,-4,0.6,-18,7,3,3,-16
O=C(CCCc1ccccc1)c1ccc2c(c1)OCCO2,-8,1,.,-0.18,-12,-4,-32,13,-37
CC(=O)N1CCN(C(=O)Cn2c(=O)oc3ccccc32)CC1,-14,-2,1,0.27,-11,-8,-2,2,7
CCCCOc1ccc(C(=O)Nn2cnnc2)cc1,-11,-10,-8,-0.58,-4,.,10,-11,24
Cc1ccc2cc(C(c3nnnn3C3CCCC3)N(Cc3ccccc3)Cc3ccco3)c(=O)[nH]c2c1 (stereo unspecified),-11,.,-3,1.3,9,4,-10,4,3
CCCCCCCC(=O)NC(Nc1ccc(S(N)(=O)=O)cc1)C(Cl)(Cl)Cl (stereo unspecified),-5,-6,10,-8.3*,8,-47,11,-8,-98

# Two entries from above, reformatted:
O=C(NCc1nc2ccccc2[nH]1)c1cc2ccccc2oc1=O
  PLK1 kinase inh: -5	sEH inhibitor: 6	Ecoli WT expand: 6	hDAT+cocaine: -0.016	PLK1 PBD inh: -35	TNFa cytotox: -11	F-actin modifier: -11	VCAM1 TNFa inh: -7	IL1B cytotox: 9
O=C(NC1CCCCCCC1)c1ccc(S(=O)(=O)N2CCCC2)cc1
  PLK1 kinase inh: -11	sEH inhibitor: 47	Ecoli WT expand: -4	hDAT+cocaine: 0.6	PLK1 PBD inh: -18	TNFa cytotox: 7	F-actin modifier: 3	VCAM1 TNFa inh: 3	IL1B cytotox: -16

# The list goes on:
SMILES,PLK1 kinase inh,sEH inhibitor,Ecoli WT expand,hDAT+cocaine,PLK1 PBD inh,TNFa cytotox,F-actin modifier,VCAM1 TNFa inh,IL1B cytotox
CCCCOC(=O)n1c(=O)oc2cc(S(=O)(=O)N3CCCCC3)ccc21,-13,4,0,1.2,24,9,-8,8,-14
Cc1nn(C)cc1C(C(=O)NC1CCCCC1)N(C(=O)Cn1nnc2ccccc21)c1ccc(F)cc1 (stereo unspecified),-4,5,-3,-0.74,4,-20,-3,13,-2
O=C(CC1(O)C(=O)Nc2ccccc21)c1ccc2c(c1)OCO2 (stereo unspecified),6,7,-5,0.073,-3,-9,2,4,-94
CCOC(=O)C1=C(C)NC2=C(C(=O)CCC2)C1c1ccc(N(C)C)cc1 (stereo unspecified),-8,-15,2,1.2,10,5,.,-22,-47
Cc1ccc(C(=O)Nc2ncc3c(n2)CC(c2ccco2)CC3=O)cc1 (stereo unspecified),1,11,-9,1,-13,-39,-1,17,-24
CCn1cc([N+](=O)[O-])c(C(=O)Nc2nc(-c3ccc(C)cc3)c(C)s2)n1,-13,-5,-3,.,-13,-3,-4,0,-8
CC(C)Cn1cc(C(=O)NCC2CCCO2)c2c3ccccc3n(C)c2c1=O (stereo unspecified),-14,-7,-4,-1.8,-14,-13,-26,7,-6
O=C1c2ccccc2C(=O)N1CCc1nc(-c2cccnc2)no1,-11,-2,3,-0.26,-20,-6,3,-16,21
CC1CCCCN1c1nc2nonc2nc1N1CCCCC1C (stereo unspecified),4,-8,.,-0.14,2,14,-7,7,27
Cc1ccc(C(=O)NCCCCNC(=O)c2ccc(C)o2)o1,2,2,17,0.099,20,-15,26,-7,9
CC(=O)c1ccc(NS(=O)(=O)Cc2ccc(Cl)cc2)cc1,-7,-14,3,3.2*,32,-14,-2,-15,-5
COc1cc(-c2nnc(SCC3(c4ccccc4)OCCO3)o2)cc(OC)c1OC,-12,-5,-15,1.4,-19,0,-3,10,.

# An excerpt of these results, with each value named.
> Cc1nn(C)cc1C(C(=O)NC1CCCCC1)N(C(=O)Cn1nnc2ccccc21)c1ccc(F)cc1 (stereo unspecified)
  PLK1 kinase inh: -4 | sEH inhibitor: 5 | Ecoli WT expand: -3 | hDAT+cocaine: -0.74 | PLK1 PBD inh: 4 | TNFa cytotox: -20 | F-actin modifier: -3 | VCAM1 TNFa inh: 13 | IL1B cytotox: -2

> O=C(CC1(O)C(=O)Nc2ccccc21)c1ccc2c(c1)OCO2 (stereo unspecified)
  PLK1 kinase inh: 6 | sEH inhibitor: 7 | Ecoli WT expand: -5 | hDAT+cocaine: 0.073 | PLK1 PBD inh: -3 | TNFa cytotox: -9 | F-actin modifier: 2 | VCAM1 TNFa inh: 4 | IL1B cytotox: -94
